M1AAP inhibition: P. falciparum M1AAP inhibitors, biochemical, fluorogenic H-Leu-NHMec substrate, 1536-well (AID 1445). Aminopeptidase N (Plasmodium falciparum (isolate 3D7)). recombinant M1AAP, H-Leu-NHMec fluorogenic kinetic assay; higher % means a stronger effect. inhibition, % at 30 µM, or IC50 in µM where a hit was titrated. 220,000 compounds, 0.42% hits;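 active = primary inhibition above the hit cutoff, then over 50% inhibition at one or more dose response concentrations, cut at about 23% in these data, passing the limit was not always enough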;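 also: plate controls were DMSO full reaction for no effect and no enzyme background for full effect; strong numbers were not always called active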
T cell modulator: modulators of CD8 T cell-vesicle binding, primary screen, mouse 2C CD8+ T cells, flow cytometry | 2C CD8+ T cell-vesicle binding; stronger effect = lower value | calls only at 7 µM | 330,000 compounds, 0.068% hits | AID 2052, 2009;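 active = response, share of CD8 T cells binding vesicles, and their 90th percentile fluorescence all below set limits, cut at about 80% in these data, passing the limit was not always enough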
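Test system: purified 2C TCR transgenic mouse naive CD8+ T cells. Probe or stimulus: QL9-peptide-loaded Drosophila micro-vesicles bearing Ld, ICAM-1 and B7-1. Incubation: binding step 1.5 h, 37 °C, antibody labelling 20 min, ice. Measured by: flow cytometry of vesicle-bound cells.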
Yfh1-depleted yeast: enhancers of respiration in Yfh1-depleted yeast, dose response, Friedreich's ataxia, plus single-dose screen (AID 1465); 220,000 compounds, 0.074% hits; fold induction at 50 µM, or EC50 in µM where a hit was titrated; S. cerevisiae Yfh1-off respiration, WST-1 reduction, 72 h; higher fold induction means a stronger effect;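 active = fold induction of absorbance versus untreated yeast above a set limit, then at least 30% activation at any dose in follow-up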;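 also: activators that raise dye reduction in frataxin-depleted yeast; strong numbers were not always called active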
M17LAP inhibition: P. falciparum M17LAP inhibitors, primary screen, biochemical, fluorogenic H-Leu-NHMec substrate, 1536-well (AID 1619). Leucine aminopeptidase (Plasmodium falciparum (isolate 3D7)). recombinant M17LAP, H-Leu-NHMec fluorogenic kinetic assay; higher % means a stronger effect. inhibition, % at 30 µM, or IC50 in µM where a hit was titrated. 220,000 compounds, 0.38% hits;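 active = compound inhibiting the enzyme by more than half at any dose during confirmatory dose-response retesting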;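 also: plate controls were full reaction with DMSO carrier for no effect and no enzyme background for full effect; strong numbers were not always called active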
MT stabilizer: microtubule stabilizers in HeLa cells, primary screen, imaging, high-content imaging. HeLa tubulin immunostaining HCS, 24 h; share of cells brighter than vehicle mean+2SD. % tubulin-high responders, % at 10 µM. 200,000 compounds, 0.83% hits. AID 2205, 2009;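 active = plate Z-score above 3 for both tubulin-high and condensed-nucleus cell shares, with cell loss under 80%, at 10 µM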;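 also: anti alpha tubulin signal scored within the nucleus-defined area of each cell; some results filed as inactive read as strong as hits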
WT yeast gro inh: growth inhibition of WT strain, primary screen, mitochondrial fusion inhibitor project, WT and mutant strains, chemical genetic | mitochondrial fusion phenotypic screen | inhibition, % at 10 µM | 190,000 compounds, 2.1% hits | AID 1362, 2008; in the data active = inhibition above about 58%; tested in S. cerevisiae
Dynein cargo inh: inhibitors of GR-EGFP nuclear translocation, primary screen, dynein cargo transport inhibitor project, imaging, high-content, 3617.4 mouse cells; test concentration mostly 20 µM; stimulated with dexamethasone, 1 µM; stronger effect = lower value; z-score, hits read low; 220,000 compounds, 0.47% hits; AID 1381, 2008;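 active = plate z-score of nuclear minus cytoplasmic receptor signal below a set negative limit, without overly bright fluorescence or cell loss, cut at about -3.5 in these data, passing the limit was not always enough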;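 also: z-score of nuclear minus cytoplasmic ring GR-EGFP intensity difference per well; some compounds called inactive have numbers as strong as hits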
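Schedule: 48 h induction, then 1 h compound, then 30 min agonist, 37 °C. Buffer or medium: tetracycline-free induction medium containing charcoal-stripped FBS. Reagent: 1.0 µM final dexamethasone stimulus. Evaluation: nuclear versus cytoplasmic GR-EGFP signal, averaged per well. Signal: high-content fluorescence imaging after fixation.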
Autophagy mod: autophagy modulators in MEF cells, primary screen, imaging, high-content, MEF GFP-LC3. calls only at 10 µM (by protocol). 190,000 compounds, 0.98% hits. MEF GFP-LC3 puncta imaging; test concentration mostly 10 µM. AID 463193, 2010;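 active = percentage of spot-positive cells more than 3 SD above its plate mean, without a fluorescence outlier flag or 80% toxicity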;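 also: spot-positive cell cutoff set from DMSO-treated cells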
bCat nuc transl: modulators of beta-catenin nuclear translocation, primary screen, imaging, HeLa cells, immunofluorescence, high-content; nuclear translocation activity, % at 5 µM; 190,000 compounds, 0.3% hits; AID 1665, 2009;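 active = nuclear translocation activity above 50% at 5 µM, with a well cell count of 50 or more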;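 also: per-cell ratio of nuclear to cytoplasmic median beta-catenin stain intensity; plate controls were DMSO negative control for no effect and GSK-3 inhibitor IX positive control for full effect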
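System: HeLa cells, endogenous beta-catenin; compound dosing: 5 µM primary single dose, 0.1% DMSO, 0.02–20 µM confirmation series; incubation: 24 h compound exposure at 37°C, 5% CO2; signal: beta-catenin immunofluorescence imaging with DAPI; evaluation: % activation, nuclear-to-cytoplasmic median beta-catenin signal ratio per cell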
WT yeast gro inh mutant strain: also measured in WT yeast gro inh; calls as there; inhibition, %; mitochondrial fusion phenotypic screen, mutant strain inhibition
Dynein cargo inh cytoplasmic EGFP: second read-out of Dynein cargo inh, no call of its own (marks repeat the call); z-score; measured here: cytoplasmic GR-EGFP intensity; stronger effect = higher value
Dynein cargo inh nuclear GR-EGFP: second read-out of Dynein cargo inh, no call of its own (marks repeat the call); z-score; measured here: nuclear GR-EGFP intensity;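 lower value marks the stronger effect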
Dynein cargo inh cell count: further read-out of Dynein cargo inh, marked with its call; z-score; measured here: cell count per field
bCat nuc transl cell count 5 µM: also measured in bCat nuc transl; calls as there; cell count; measured here: cell count, cytotoxicity flag
T cell modulator vesicle-bound %: recorded beside T cell modulator, whose call it bears; double positive events, %; measured here: CD8+ vesicle-bound cell fraction;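 binding gate set so that unloaded-vesicle control wells show 10% double positive cells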
MT stabilizer Hoechst-high %: also measured in MT stabilizer; calls as there; % Hoechst-high responders; measured here: nuclear condensation Hoechst responders;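 share of cells brighter than vehicle mean plus two SD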
MT stabilizer cytotoxicity %: further read-out of MT stabilizer, marked with its call; toxicity, %; measured here: cytotoxicity by cell density;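 0% = mean cell density of plate MIN control wells and 100% = no cells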
Autophagy mod cell loss 18 h: recorded beside Autophagy mod, whose call it bears; toxicity, %; measured here: cell loss, nuclei count;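 cell loss after 18 h compound exposure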
Numbers without * were called inactive; i = inactive; x = not tested or not shown.

Results follow in this order: M1AAP inhibition, T cell modulator, T cell modulator vesicle-bound %, Yfh1-depleted yeast, M17LAP inhibition, MT stabilizer, MT stabilizer Hoechst-high %, MT stabilizer cytotoxicity %, WT yeast gro inh, WT yeast gro inh mutant strain, Dynein cargo inh, Dynein cargo inh cytoplasmic EGFP, Dynein cargo inh nuclear GR-EGFP, Dynein cargo inh cell count, Autophagy mod, Autophagy mod cell loss 18 h, bCat nuc transl, bCat nuc transl cell count 5 µM
> COC(=O)C1=NNC2(C)C(=O)N(c3ccc(C)cc3)C(=O)C12 (stereo unspecified)
 : 0.8%, i, 37.6, i, -2.0%, x, x, x, x, x, 1.14, -0.214, 0.523, -0.921, x, x, 0.4, 1040
> COc1nnc(-c2ccc(N3CCOCC3)c(NC(C)=O)c2)c2ccccc12
 : 5.0%, i, 21.2, i, 3.0%, 3.5, 1.5, 6.9, 2.5, 4.1, 0.518, 0.02, 0.137, 0.816, i, 0.8, -6.8, 1209
> Cc1ccc(-c2nsc(SCC(=O)NCc3ccc4c(c3)OCO4)n2)cc1
 : 5.8%, i, 40.6, i, -4.9%, 3.1, 2.9, 2.1, -7.0, -15.2, 0.0913, -0.186, 0.0133, -0.731, i, -6.1, 0.5, 1123
> COc1ccc(C2CC(c3cccs3)=NN2C(=O)COC(=O)c2cc3ccccc3cc2O)cc1OC (stereo unspecified)
 : 5.2%, i, 66.4, i, -5.6%, 2.6, 1.7, 12.9, -4.4, 10.5, -0.112, -0.037, 0.154, 0.512, i, -3.5, 1.5, 1138
> O=C(c1cccc(Oc2ccc([N+](=O)[O-])cc2Cl)c1)N1CCCCC1
 : 4.9%, i, 56.9, i, -1.9%, 3.0, 2.3, 9.9, 31.4, 28.4, -0.594, 0.0442, -0.17, 0.624, i, 24.4, -1.2, 1094
> Cc1ccc(CCN2CC(C(=O)NC3CCCC3)CC2=O)cc1 (stereo unspecified)
 : 3.6%, i, 27.8, i, -3.3%, 4.2, 1.1, 4.1, 30.6, 15.7, 0.813, -0.164, 0.171, 0.0537, i, -4.6, -1.3, 1456
> Cc1ccc(S(=O)(=O)N2CCCOC2CNC(=O)C(=O)NCc2ccncc2)cc1 (stereo unspecified)
 : 8.5%, i, 16.7, i, -7.9%, 1.8, 2.4, 8.4, 1.7, 7.2, -0.0978, -0.195, 0.126, 0.377, i, -5.7, 3.9, 435
> O=C(Nc1nc(-c2ccc(Cl)cc2Cl)cs1)c1ccc(OCC2CCCO2)cc1 (stereo unspecified)
 : 4.7%, i, 31.4, i, 15.6%, 2.9, 1.4, 9.6, 27.6, 18.9, -0.577, -0.255, -0.375, 0.721, i, 5.6, x, x
> O=C(Nc1c(F)cccc1F)c1cnc(N2CCN(c3ccccn3)CC2)c2ccccc12
 : 7.3%, i, 7.4, i, -2.9%, 4.7, 2.2, 4.9, 18.7, 14.9, -1.11, -0.124, -0.437, 0.599, i, 9.4, 2.2, 1169
> Oc1c(CN2CCN(c3ccccc3)CC2)cc(Br)c2cccnc12
 : 0.0%, i, 52.6, i, 11.1%, x, x, x, x, x, -1.37, -0.206, -0.321, -0.113, x, x, -0.4, 1285
> O=C(O)c1cc(C(=O)C2CC2)c[nH]1
 : 4.1%, i, 67.3, i, -0.3%, 3.0, 1.3, 6.5, -20.0, -5.0, 0.802, -0.22, 0.413, -1.13, i, 9.2, 0.8, 1134
> CCn1cc(C(=O)NCCCOC)c2cc(OC)c(OC)cc2c1=O
 : -0.1%, i, 41.2, i, 1.6%, 3.9, 2.4, 6.3, 7.8, 1.1, -0.496, -0.188, 0.109, -0.257, i, -6.3, -0.2, 1071
> COc1cc(/C=N/n2cnnc2)ccc1OC(=O)c1cccnc1
 : 0.4%, i, 20.6, i, 22.4%, 2.0, 0.3, 29.1, 16.7, 8.1, 0.607, -0.311, 0.634, -0.0197, i, 11.4, x, x
> Cc1ccc(-c2cc(C(=O)NCCc3ccccn3)c3ccccc3n2)c(C)c1
 : 1.1%, i, 50.6, x, 5.3%, 3.3, 1.1, 5.5, -4.0, 0.1, 0.353, -0.179, -0.0199, -0.332, i, 11.3, 0.6, 1133
> COc1cc2c(cc1OC)C(COc1ccc(F)cc1)N(C(=O)c1ccco1)CC2 (stereo unspecified)
 : 4.7%, i, 15.8, i, 14.8%, 4.1, 2.4, 6.3, 12.7, 1.7, 0.728, -0.268, 0.218, -0.948, i, 7.0, -2.0, 1069
> COC(=O)COc1ccc(S(=O)(=O)Nc2ccccc2C(=O)OC)cc1
 : 3.1%, i, 54.8, i, 6.1%, 2.3, 1.4, 5.9, -14.9, 3.5, 0.658, -0.248, 0.32, -0.194, i, 16.4, 0.6, 1047
> COc1ccc(C(CC(=O)c2ccccc2)C2CCCCC2=O)cc1 (stereo unspecified)
 : 0.7%, i, 51.8, x, 4.3%, 3.0, 2.1, 4.1, 17.9, 18.3, 0.17, -0.0613, 0.167, -0.194, i, -1.3, -2.7, 1185
> CC(C)NS(=O)(=O)c1ccc(CCC(=O)N2CCCCC2)cc1
 : -5.3%, i, 38.9, i, 6.0%, 0.9, 2.9, 12.0, -5.0, 1.8, 1.21, -0.209, 1.35, -1.06, i, -15.6, 0.2, 1487
> Fc1ccc(COc2ccc(Cl)cc2/C=N/Nc2nc(N3CCCC3)nc(N3CCCC3)n2)cc1
 : -0.5%, i, 17.3, i, 1.0%, 5.4, 4.3, 0.3, 7.5, 7.5, 0.55, -0.224, 0.376, 0.417, i, 20.3, -4.7, 1186
> COc1ccc(N2CC(C)Cn3c2nc2c3c(=O)n(Cc3ccccc3F)c(=O)n2C)c(OC)c1 (stereo unspecified)
 : 4.4%, i, 27.6, i, -0.9%, 6.2, 3.5, 5.1, -1.6, -22.8, -0.692, -0.214, 0.00306, 0.417, i, -16.6, -2.3, 1174
> C=CCN=C(C)C1=C(O)C(C)OC1=O (stereo unspecified)
 : -3.4%, i, 55.5, i, -1.7%, 2.6, 1.7, 3.2, 1.4, 17.0, -0.0542, -0.11, 0.0867, -0.0551, i, 7.0, 1.2, 1103
> CCN(CC(=O)NCc1cccs1)S(=O)(=O)c1ccc(NC(C)=O)cc1
 : 0.7%, i, 8.3, i, 1.3%, 4.5, 3.2, 7.8, 2.8, 6.7, 0.29, -0.313, 0.44, -0.108, i, 14.5, 0.2, 1051
> CCOC(=O)c1cc(C(=O)NN)c(C)nc1C
 : 12.6%, i, 47.4, i, 0.2%, 1.6, 3.1, 10.1, -8.3, -16.9, 1.61, -0.248, 0.646, -0.696, i, -5.5, x, x
> COc1ccc(C)cc1S(=O)(=O)NCCc1ccccc1
 : 6.2%, x, x, i, 6.5%, 2.7, 0.9, 6.9, 0.6, 7.2, 0.307, 0.359, 0.376, -0.523, i, -18.0, 2.8, 1186
> CCOC(=O)c1ccc(NC(=O)CC2S/C(=N/N=C3/NC(=O)CS3)NC2=O)cc1 (stereo unspecified)
 : -1.1%, i, 43.9, i, -4.0%, 1.0, 0.4, 1.0, -9.7, -8.8, 1.43, -0.0656, 1.07, -1.79, i, 15.7, 1.3, 1081
> Cc1ccc(C(=O)N/C(=C\c2ccccc2)C(=O)NCC2CCCO2)cc1 (stereo unspecified)
 : 7.0%, i, 50.0, i, 16.5%, 5.7, 2.2, 6.6, 4.3, -4.9, -0.42, -0.282, -0.203, 0.698, i, -0.9, -1.0, 1103
> Cc1ccc2c(c1)cc1c(=O)[nH]ncn12
 : 4.3%, i, 37.9, x, 3.0%, 3.2, 1.9, 0.9, 23.2, 7.1, -0.674, -0.208, -0.439, 0.0141, i, 7.5, x, x
> Cc1nc2c(C(=O)NCc3ccc4c(c3)OCO4)cnn2c(C)c1Cc1ccc(F)cc1Cl
 : 3.5%, x, x, i, -13.7%, 2.5, 1.2, 6.2, 34.4, -10.2, 0.296, -0.206, -0.0982, 0.217, i, -0.9, 0.3, 1411
> C/C(=N\N1C(=O)CSC1=S)c1ccc(Br)cc1
 : 11.4%, i, 8.4, i, 3.9%, 1.6, 1.3, 3.5, -1.2, 7.1, -0.634, -0.155, -0.309, 0.616, i, -6.7, -1.8, 1134
> O=C(c1ccc(-c2nnc(-c3ccccc3)o2)cc1)N1CCCCCC1
 : 9.6%, i, 51.0, i, 2.2%, 3.6, 2.5, 9.3, 65.4*, 1.1*, -0.27, -0.3, -0.00664, 0.659, i, 7.3, -2.6, 1384

Source: PubChem BioAssay (several laboratories)

No enrichment for hits; 4.4% or so of the library scored in one or more.
